All columns: NCI-60 one-dose screen, growth in % after 48 h at 10 µM unless noted; 100 = growth as untreated, 0 = no growth, -100 = all killed.
HOP-62: HOP-62 NSCLC; hit rate 3.9% among 80,000
EKVX: EKVX NSCLC; AID 1794765; hit rate 3% among 71,000
A549/ATCC: A549/ATCC NSCLC; hit rate 3.7% among 81,000; AID 1794740
M14: M14 melanoma; hit rate 6.2% among 80,000; AID 1794745
HOP-92: HOP-92 NSCLC cells; hit rate 6.3% among 71,000; AID 1794738
CCRF-CEM: CCRF-CEM leukemia | AID 1794778 | hit rate 7% among 77,000
MOLT-4: MOLT-4 leukemia cells; hit rate 6.9% among 80,000
RPMI-8226: RPMI-8226 leukemia cells | hit rate 7.5% among 77,000
* hit, by the source's call; . = no result given; [ ] = dose if it differs, or a comment. How the source made its calls: active means growth percent below 10; inactive means the rest.

1. CNC(=O)c1cc(N2CCc3cc(NC(=O)c4ccc(N5CCOCC5)c(C(F)(F)F)c4)ccc32)ccn1
2. C/C1=C\CC[C@@]2(C)O[C@@H]2C[C@H]2C(CSc3ccccc3)C(=O)O[C@H]2[C@H](O)[C@@H](C)CCC1 (some centres undefined)
3. Cc1cc(NCCN2CCNCC2)n2c(nc3ccccc32)c1C#N
4. c1ccc(-c2cc(-c3nn4c(-c5ccccc5)nnc4s3)c3ccccc3n2)cc1
5. Cc1cccc(-c2nc(Nc3ccc4ncsc4c3)c3ccccc3n2)n1
6. Cc1ccc(Oc2nc(SCC(=O)Nc3nc4ccc(C)cc4s3)nc(-c3ccccc3)c2C#N)cc1
7. O=C1CCS(=O)(=O)c2ccccc21
8. CCOC(=O)/C(C#N)=C/c1cccc(C)c1
9. COCC(CN(C)C)OC(=O)c1ccc([N+](=O)[O-])cc1 (centres undefined)
10. Cc1ccc2oc(=O)cc(/C=N\Nc3nc(-c4ccc(Cl)cc4Cl)cs3)c2c1
Assay by compound	1	2	3	4	5	6	7	8	9	10
HOP-62	86	.	85	87	80	84	92	101	103	86
EKVX	84	.	94	96	79	93	98	99	101	78
A549/ATCC	70	83	88	80	35	95	94	95	110	91
M14	72	.	96	79	64	99	101	97	114	102
HOP-92	63	48	103	95	110	88	106	84	96	72
CCRF-CEM	42	116	99	102	38	104	102	.	113	87
MOLT-4	37	61	86	.	64	82	119	.	125	87
RPMI-8226	35	113	96	92	31	104	99	.	108	90

11. CC1=CC(C)(C)NC(=S)N1c1cccc2cc(S(=O)(=O)O)ccc12
12. COc1cccc(NC(=O)c2sc3nc4c(cc3c2N)CCCC4)c1
13. Nc1c(C(=O)O)cc(Cl)cc1[N+](=O)[O-]
14. CC(C)C1(O)c2ccccc2Oc2ccccc21
15. O=C(O)C(=O)C(O)C(O)C(O)CO (centres undefined)
16. C=CCOc1c(CCC)cc(C#N)cc1CCC
17. O=C(Nc1cccc2c1CCCC2)c1cc2ccccc2cc1O
18. CCOC(=O)c1ccc2nc(-c3c(C)nn(-c4ccccc4)c3N3CCOCC3)[nH]c2c1
19. O=C(/C=C/c1cc(Br)cs1)CC(=O)/C=C/c1cc(Br)cs1
20. Cc1cccc(C(=O)/C=C/c2c(Cl)nc3sccn23)c1
Assay by compound	11	12	13	14	15	16	17	18	19	20
HOP-62	114	28	90	104	104	91	70	86	105	94
EKVX	102	.	103	105	102	99	60	88	105	85
A549/ATCC	102	17	98	85	102	92	34	95	101	88
M14	117	17	97	104	104	99	22	89	100	83
HOP-92	96	44	59	88	.	109	-21*	80	94	70
CCRF-CEM	94	14	79	97	123	103	21	89	122	50
MOLT-4	101	18	94	102	112	102	21	84	93	61
RPMI-8226	76	-4.6*	104	100	104	107	8.5*	84	121	39

21. O=C(O)COc1cccc(C(=O)/C=C/c2ccc(F)cc2)c1
22. CCn1cc(C(=O)NN2C(=O)C=CC2=O)c(=O)c2ccc(C)nc21
23. O=C(Cn1c(-c2cncs2)nc2ccccc21)Nc1ccc(F)cc1F
24. Clc1ncc(Br)c(NC2CCCCCC2)n1
25. C=Cc1c(C)c2cc3[nH]c(cc4nc(cc5nc(cc1[nH]2)C(C)=C5CCC(=O)OCC)C(CCC(=O)OCC)=C4C)c(C)c3C=C
26. Cc1nc(Sc2nc3ccc([N+](=O)[O-])cc3s2)sc1C
27. CCCN(CCC)C(=O)C(c1ccccc1)C1(O)CCCCC1 (centres undefined)
28. CCOC(=O)CCC(=O)Oc1ccc2c(c1OC(=O)CCC(=O)OCC)C(=O)c1ccccc1C2=O
29. C/C(=C\c1ccccc1)c1ccccn1
30. COCCOCCOC(=O)c1ccc(C(C)C)cc1
Assay by compound	21	22	23	24	25	26	27	28	29	30
HOP-62	102	100	92	107	102	72	100	108	105	115
EKVX	103	105	.	.	85	89	115	175	99	99
A549/ATCC	100	94	97	93	105	56	99	113	115	84
M14	99	110	93	111	107	12	98	117	108	92
HOP-92	101	101	59	.	83	1.3*	60	111	105	82
CCRF-CEM	94	92	87	98	106	-13*	94	80	94	115
MOLT-4	106	99	111	102	93	-7.4*	90	104	73	106
RPMI-8226	101	105	100	96	107	2.8*	.	85	114	110

31. CCN(CC)CCCC(C)Nc1nncc2ccccc12 (centres undefined)
32. O=C1c2c(O)cc(O)cc2-c2c(-c3ccc(O)cc3)oc3cc(O)cc1c23
33. Cc1ncc(C#N)c(N)n1
34. O=C(O)/C=C/c1ccccc1O
35. OC1(C(Cl)(Cl)Cl)CCCCC1
36. C=C1c2c(-c3ccccc3)nn(-c3ccccc3)c2N(C)C23C[C@H]1C1(C)c4c(-c5ccccc5)nn(-c5ccccc5)c4N(C)C(C)(C[C@H]12)C3 (some centres undefined)
37. O=C1NC(=O)C(=Cc2cc(-c3ccccc3)n(-c3ccccc3)n2)C(=O)N1
38. COc1cccc(-n2cc(C#N)c(N)c2C(=O)c2ccc(F)cc2)c1
39. Cn1c2ccccc2c2nnc(NCCCCO)nc21
40. c1ccc(-c2ccc(-c3nccc4ccccc34)[nH]2)cc1
Assay by compound	31	32	33	34	35	36	37	38	39	40
HOP-62	99	22	.	87	97	108	100	92	82	94
EKVX	92	62	.	107	109	.	109	89	76	70
A549/ATCC	107	43	106	99	102	106	110	100	93	93
M14	102	46	96	94	99	117	105	84	88	103
HOP-92	104	45	87	93	90	107	104	78	84	77
CCRF-CEM	89	6.0*	126	100	99	100	39	104	107	92
MOLT-4	107	1.4*	102	114	91	108	105	105	98	81
RPMI-8226	97	42	103	93	102	103	97	99	70	48

41. CC(C)Sc1nc(-c2ccc(Br)cc2)c(C#N)c(N2CCCCC2)n1
42. COc1ccc(C(=O)NC(c2ccccc2Cl)c2cc(Cl)c3cccnc3c2O)cc1 (centres undefined)
43. O=S(=O)(c1ccccc1)C(Br)S(=O)(=O)c1ccccc1
44. COc1ccc(NC(=O)[C@H](C)N)cc1C(=O)Nc1cccc(-c2cc(=O)c3c(OC)c(OC)c(OC)cc3o2)c1
45. CN1C(=O)C2(NN=C(c3cccc4ccccc34)S2)c2ccccc21 (centres undefined)
46. O=S(=O)(NCCCNc1nccc(-c2c(-c3cccc(F)c3)nc3occn23)n1)c1ccc(F)cc1
47. O=C(O)c1nnc(C(=O)O)nn1
48. COc1ccc(C(C)C(C)=O)cc1 (centres undefined)
49. C#CCn1cc(/C=N/Nc2nc(-c3ccc(F)cc3)cs2)c2ccccc21
50. COc1cc(-c2nc3ccc(/C=C/C(=O)c4cc(F)cc(F)c4)cc3s2)ccc1F
Assay by compound	41	42	43	44	45	46	47	48	49	50
HOP-62	115	95	100	67	14	64	84	113	96	85
EKVX	93	.	103	81	24	54	.	.	59	90
A549/ATCC	.	93	96	77	9.7*	31	98	87	102	92
M14	104	91	117	104	17	36	110	109	90	99
HOP-92	105	78	97	-4.6*	-1.7*	61	.	105	87	87
CCRF-CEM	95	80	106	53	9.4*	32	87	98	99	.
MOLT-4	110	73	92	51	2.9*	8.3*	91	107	91	42
RPMI-8226	99	66	100	44	18	37	100	101	105	94

A run of entries of the results above, for reference:
5. Cc1cccc(-c2nc(Nc3ccc4ncsc4c3)c3ccccc3n2)n1
6. Cc1ccc(Oc2nc(SCC(=O)Nc3nc4ccc(C)cc4s3)nc(-c3ccccc3)c2C#N)cc1
7. O=C1CCS(=O)(=O)c2ccccc21
8. CCOC(=O)/C(C#N)=C/c1cccc(C)c1
9. COCC(CN(C)C)OC(=O)c1ccc([N+](=O)[O-])cc1 (centres undefined)
10. Cc1ccc2oc(=O)cc(/C=N\Nc3nc(-c4ccc(Cl)cc4Cl)cs3)c2c1
11. CC1=CC(C)(C)NC(=S)N1c1cccc2cc(S(=O)(=O)O)ccc12
12. COc1cccc(NC(=O)c2sc3nc4c(cc3c2N)CCCC4)c1
13. Nc1c(C(=O)O)cc(Cl)cc1[N+](=O)[O-]
14. CC(C)C1(O)c2ccccc2Oc2ccccc21
15. O=C(O)C(=O)C(O)C(O)C(O)CO (centres undefined)
16. C=CCOc1c(CCC)cc(C#N)cc1CCC
Assay by compound	5	6	7	8	9	10	11	12	13	14	15	16
HOP-62	80	84	92	101	103	86	114	28	90	104	104	91
EKVX	79	93	98	99	101	78	102	.	103	105	102	99
A549/ATCC	35	95	94	95	110	91	102	17	98	85	102	92
M14	64	99	101	97	114	102	117	17	97	104	104	99
HOP-92	110	88	106	84	96	72	96	44	59	88	.	109
CCRF-CEM	38	104	102	.	113	87	94	14	79	97	123	103
MOLT-4	64	82	119	.	125	87	101	18	94	102	112	102
RPMI-8226	31	104	99	.	108	90	76	-4.6*	104	100	104	107

17. O=C(Nc1cccc2c1CCCC2)c1cc2ccccc2cc1O
18. CCOC(=O)c1ccc2nc(-c3c(C)nn(-c4ccccc4)c3N3CCOCC3)[nH]c2c1
Assay by compound	17	18
HOP-62	70	86
EKVX	60	88
A549/ATCC	34	95
M14	22	89
HOP-92	-21*	80
CCRF-CEM	21	89
MOLT-4	21	84
RPMI-8226	8.5*	84

Additional structures
51. Cc1nc2ccccc2c(/C=C/c2ccc(Cl)cc2)c1C(=O)c1ccccc1
52. Cc1ncc(C(=O)Nc2ccc(CN3CCN(C)CC3)c(C(F)(F)F)c2)cc1C#Cc1cnc(N)c2cnccc12
53. COc1cc(C(=O)n2nc(-c3cccnc3)nc2N)cc(OC)c1OC
54. CCOC(=O)NC1CC2CCC1C2 (centres undefined)
55. CCCCCc1c(C)[nH]c(/C=C2\N=C(c3ccc[nH]3)C=C2Oc2ccccc2)c1C
56. COc1cc(-c2nc(N3CCN(c4ccc(Cl)cc4)CC3)c3ccccc3n2)cc(OC)c1OC
57. O=C(Cn1nnnc1N1CCCC(C2CCCCO2)C1)N1CCc2ccccc21 (centres undefined)
58. CSc1ncc(C)c(=O)[nH]1
59. CCOC(=O)c1sc2ccc(NCc3cnc[nH]3)cc2c1NC(=O)c1ccc(C)cc1
60. O=C(O)c1ccccc1NS(=O)(=O)c1cccc(-n2sc3ccccc3c2=O)c1
Assay by compound	51	52	53	54	55	56	57	58	59	60
HOP-62	91	-22*	90	103	-46*[100 µM]	76	100	88	95	.
EKVX	88	21	105	111	.	96	99	108	.	105
A549/ATCC	73	13	106	95	-82*[100 µM]	102	102	91	101	108
M14	102	-78*	99	119	-97*[100 µM]	91	99	107	122	102
HOP-92	86	34	112	119	-41*[100 µM]	87	109	97	67	92
CCRF-CEM	87	10	.	85	.	138	102	84	91	73
MOLT-4	71	13	98	84	-40*[100 µM]	.	102	92	93	87
RPMI-8226	68	39	114	93	-31*[100 µM]	102	104	105	90	86

61. CCN(CC)CCOCCOC(=O)C1(c2ccccc2)CCCC1
62. CC1(C)Oc2cc3oc(=O)ccc3cc2C[C@@H]1OCCOS(=O)(=O)c1ccc(C#N)cc1
63. COc1ccc(-n2c(/C=C/c3ccc(O)c(OC)c3)cc(/C=C/c3ccc(O)c(OC)c3)nc2=O)cc1
64. N#Cc1cnc2cc(OC[C@@H](O)CO)c(NC(=O)CC3CSSC3)cc2c1Nc1ccc(OCc2cccc(F)c2)c(Cl)c1
65. CN1CCN(CC(O)CO)CC1 (centres undefined)
66. CNC(=O)NC(=O)CC#N
67. CCC(OC(C)C)OC(C)C
68. NS(=O)(=O)c1ccc(N/C=C2\C=NC3C=CC=CC23)cc1 (centres undefined)
69. COC(=O)c1cc(=O)nc(NN=C2CCCCC2)s1
70. CC(C)COc1nc2c(c(=O)n(C)c(=O)n2C)n1C
Assay by compound	61	62	63	64	65	66	67	68	69	70
HOP-62	105	.	63	-57*	118	111	104	91	110	99
EKVX	102	107	57	-68*	110	101	.	93	.	95
A549/ATCC	102	92	79	-62*	102	95	104	98	102	106
M14	100	98	40	-79*	107	97	91	89	110	108
HOP-92	81	91	80	10.0*	97	94	.	82	104	94
CCRF-CEM	96	99	15	-46*	103	93	.	97	103	98
MOLT-4	103	92	17	-50*	78	94	90	101	91	93
RPMI-8226	103	92	21	-30*	100	103	104	99	111	110

71. C#CC(C)(O)c1ccc(Cl)cc1 (centres undefined)
72. N#C[C@@H]1CC2C=CC1C2 (some centres undefined)
73. CCCCCCNC(=O)C(C)O (centres undefined)
74. O=C(Nc1ccccc1)Oc1ccc([N+](=O)[O-])cc1
75. CC(=O)Nc1cc2c(cc1[N+](=O)[O-])-c1ccc(F)cc1C2
76. O=C1c2ccccc2C(=O)N1CN1CCC(CCCC2CCN(CN3C(=O)c4ccccc4C3=O)CC2)CC1
77. O=[N+]([O-])c1ccc(C(Br)c2ccc([N+](=O)[O-])cc2)cc1
78. CNCc1cccc2c1OCCCCCCC(C)(O)CC(C)(C)S(=O)(=O)c1ccc(cc1)-c1cnc(N)c(n1)C(=O)N2 (centres undefined)
Assay by compound	71	72	73	74	75	76	77	78
HOP-62	85	110	117	89	79	112	105	59
EKVX	99	108	103	101	53	.	109	63
A549/ATCC	99	103	107	101	89	106	100	11
M14	99	109	100	105	96	107	23	-89*
HOP-92	.	.	88	97	.	110	86	.
CCRF-CEM	103	101	106	106	104	98	16	4.4*
MOLT-4	107	114	104	95	85	98	12	2.6*
RPMI-8226	101	108	106	104	92	113	66	-42*

High-throughput results deposited in PubChem BioAssay by NCI.
